# IDH1 R132H inh – inhibitors of IDH1 R132H reductase, primary screen, biochemical, plate reader, single point. diaphorase/resazurin fluorescence, 60 min. AID 624101, 2012. hit rate 0.18% among 70,000. inhibition, % at 10 µM. Isocitrate dehydrogenase [NADP] cytoplasmic (Homo sapiens), O75874; in the data active means inhibition above about 34%;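 further: 0% = DMSO and 100% = no enzyme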
# Target sequence (O75874 whole entry R132H): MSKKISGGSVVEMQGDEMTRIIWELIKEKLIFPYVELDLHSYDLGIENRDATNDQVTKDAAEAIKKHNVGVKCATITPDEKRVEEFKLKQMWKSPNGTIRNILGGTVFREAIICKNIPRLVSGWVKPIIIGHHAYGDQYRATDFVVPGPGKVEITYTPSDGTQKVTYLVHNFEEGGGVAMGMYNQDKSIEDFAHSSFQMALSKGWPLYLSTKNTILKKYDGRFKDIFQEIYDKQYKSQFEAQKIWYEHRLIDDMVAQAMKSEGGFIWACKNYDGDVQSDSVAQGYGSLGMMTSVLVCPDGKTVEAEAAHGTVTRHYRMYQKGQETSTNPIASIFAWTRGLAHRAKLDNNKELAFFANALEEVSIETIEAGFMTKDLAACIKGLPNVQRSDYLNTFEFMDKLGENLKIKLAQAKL
# PRC2 inh – EZH2/PRC2 methyltransferase inhibitors, primary screen, biochemical, DELFIA time-resolved fluorescence, single point. Histone-lysine N-methyltransferase EZH2 (Homo sapiens), Q15910. PRC2 H3K27 methylation, DELFIA TRF, 1 h. inhibition, % at 12.5 µM. hit rate 0.35% among 57,000. AID 651548, 2012;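 active means mean inhibition of replicates at least 50% and every single replicate also reaching 50%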;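 further: dimethyl H3K27 on biotinylated H3 21-44 peptide detected by antibody; plate controls were median neutral control wells for no effect and median positive control wells for full effect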
# The depositor's hits bear a star; . = not tested or not shown. Only part of the results is shown; count on the stated rates, not on these rows.
SMILES,IDH1 R132H inh,PRC2 inh
C[C@H](NC(=O)N(C)C[C@@H]1OCc2ccccc2-c2ccccc2C(=O)N([C@H](C)CO)C[C@@H]1C)c1ccccc1,-1.4,2
C[C@@H]1CN([C@H](C)CO)C(=O)c2cccc(NC(=O)Nc3ccccc3)c2O[C@@H]1CN(C)Cc1ccncc1,4.5,0
Cc1cccc(-c2noc(CN(C(C)C)S(=O)(=O)c3ccc(F)cc3)n2)c1,1.0,37
C[C@H](CO)N1C[C@H](C)[C@@H](CN(C)Cc2ccc(C(F)(F)F)cc2)OCCCC[C@H](C)Oc2ccc(NS(C)(=O)=O)cc2C1=O,0.4,.
CC(C)NC(=O)Nc1cccc2c1O[C@@H](CN(C)CC1CC1)[C@H](C)CN([C@H](C)CO)C2=O,1.0,.
C[C@@H]1CN([C@H](C)CO)C(=O)c2cc(NC(=O)c3ccncc3)ccc2O[C@@H](C)CCCCO[C@H]1CN(C)C(=O)c1ccncc1,6.1,.
CN(C)C(=O)C[C@@H]1C[C@@H]2c3cc(NC(=O)c4ccc5c(c4)OCO5)ccc3O[C@@H]2[C@@H](CO)O1,-0.6,-16
Cc1ccsc1/C=N/NC(=O)CCCCCCC(=O)Nc1ccccc1O,-0.3,8
C/C=C/c1cnc2c(c1)C(=O)N([C@H](C)CO)C[C@@H](C)[C@H](CN(C)Cc1cncnc1)O2,-0.2,23
CC(C)C#Cc1ccc2c(c1)O[C@H](CN(C)CC1CCOCC1)[C@@H](C)CN([C@@H](C)CO)S2(=O)=O,-0.3,6
CC(=O)N(C)C[C@H]1Oc2cc(-c3cccnc3)ccc2S(=O)(=O)N([C@@H](C)CO)C[C@H]1C,1.8,13
C[C@@H]1CN([C@@H](C)CO)S(=O)(=O)c2ccc(/C=C/c3ccccc3)cc2O[C@H]1CN(C)C(=O)C1CC1,6.3,0
COc1ccc(NC(=O)N(C)C[C@H]2Oc3ccc(NS(=O)(=O)c4cn(C)cn4)cc3C(=O)N([C@H](C)CO)C[C@@H]2C)cc1,2.6,.
C[C@H]1CN([C@@H](C)CO)C(=O)Cc2cc(NC(=O)Nc3ccc4c(c3)OCO4)ccc2O[C@@H]1CN(C)Cc1ccccc1,0.3,-7
C[C@@H]1CN([C@H](C)CO)C(=O)Cc2cc(NC(=O)CCCN(C)C)ccc2O[C@@H]1CN(C)S(=O)(=O)c1cccs1,-0.2,.
C[C@@H]1CN([C@@H](C)CO)S(=O)(=O)c2ccc(C3=CCCC3)cc2O[C@H]1CN(C)CC1CCCC1,0.4,.
C/C(=C\c1ccc(C(=O)O)cc1)c1ccc2c(c1)C(C)(C)CCC2(C)C,-0.6,.
Cc1nn2c(CN(C(=O)c3cccs3)c3ccccc3)nnc2c2ccccc12,-0.3,-2
CNC[C@H]1Oc2ncc(-c3cccc(F)c3)cc2C(=O)N([C@H](C)CO)C[C@H]1C,-1.5,4
CC(C)NC(=O)Nc1ccc2c(c1)CC(=O)N([C@H](C)CO)C[C@H](C)[C@@H](CN(C)C)O2,0.4,5
Cc1sc2ncn(CC(=O)Nc3cccc(C(F)(F)F)c3)c(=O)c2c1-c1ccc(Cl)cc1,-0.7,-1
CO[C@H](CN(C)S(=O)(=O)c1ccc(Cl)cc1)[C@H](C)CN(C(=O)Nc1ccccc1F)[C@H](C)CO,-0.2,-6
C[C@@H]1CN([C@@H](C)CO)C(=O)c2cc(NC(=O)Nc3ccc4c(c3)OCO4)ccc2O[C@@H](C)CCCCO[C@H]1CN(C)C(=O)c1ccccc1,-0.6,.
Cc1noc(C)c1NC(=O)Nc1ccc2c(c1)CC(=O)N([C@@H](C)CO)C[C@H](C)[C@H](CN(C)C(=O)Nc1ccc(F)cc1)O2,1.2,.
COc1cccc2cc(C(=O)NCc3ccccn3)c(=O)oc12,-1.8,.
# Continued.
SMILES,IDH1 R132H inh,PRC2 inh
COc1ccc(C#Cc2ccc3c(c2)[C@]2(C(=O)N3)[C@H](c3ccc(O)cc3)N3[C@H](c4ccccc4)[C@H](c4ccccc4)OC(=O)[C@H]3[C@@H]2C(N)=O)cc1,.,-38
CO[C@@H]1CN(C)C(=O)c2ccc(NS(=O)(=O)c3ccccc3)cc2OC[C@@H](C)N(C(=O)NC(C)C)C[C@@H]1C,0.1,4
Cc1noc(C)c1NC(=O)Nc1ccc2c(c1)C(=O)N([C@@H](C)CO)C[C@@H](C)[C@H](CN(C)C)OCCCC[C@H](C)O2,-0.1,-12
O=C1CSC(C23CC4CC(CC(C4)C2)C3)N1 (stereo not given),0.9,-6
O=C(O)/C=C/c1ccccc1O[C@@H]1O[C@H](CO)[C@@H](O)[C@H](O)[C@H]1O,0.2,.
COc1ccccc1NC(=O)N(C)C[C@H]1Oc2ncc(C#CC(C)C)cc2C(=O)N([C@@H](C)CO)C[C@@H]1C,-4.1,6
CCCc1cn(CC[C@H]2CC[C@@H](NC(=O)Nc3ccc4c(c3)OCO4)[C@H](CO)O2)nn1,0.1,0
Cc1noc(C)c1S(=O)(=O)Nc1ccc2c(c1)C(=O)N([C@@H](C)CO)C[C@@H](C)[C@H](CN(C)C(=O)CCC(F)(F)F)OCCCC[C@@H](C)O2,0.3,.
CC(=O)n1cc([C@H]2C=C(C(=O)N3CCCCCCC3)O[C@@H](OCc3ccc(CO)cc3)C2)c2ccccc21,.,21
Cc1ccc(-c2ccc3c(c2)O[C@@H](CN(C)C(=O)CC2CC2)[C@H](C)CN([C@@H](C)CO)S3(=O)=O)cc1,-0.6,4
C[C@H](CO)N1C[C@H](C)[C@H](CN(C)Cc2ccc(F)cc2)Oc2cc(C#CCN(C)C)ccc2S1(=O)=O,21,-19
CC(=O)N(C)C[C@H]1Oc2ncc(C#Cc3ccc(F)cc3)cc2C(=O)N([C@@H](C)CO)C[C@@H]1C,-0.2,-1
CO[C@@H]1CN(C)C(=O)c2cc(NC(=O)NC(C)C)ccc2OC[C@@H](C)N(C(=O)CC2CC2)C[C@@H]1C,0.0,-8
CCCNC(=O)C[C@H]1C[C@H]2c3cc(NS(=O)(=O)c4ccc(F)cc4)ccc3O[C@H]2[C@H](CO)O1,-0.3,-11
COc1ccc(S(=O)(=O)Nc2ccc3c(c2)C(=O)N([C@H](C)CO)C[C@H](C)[C@H](CN(C)S(=O)(=O)c2c(C)noc2C)O3)cc1,0.0,.
C[C@@H]1CN([C@H](C)CO)C(=O)c2cc(-c3cncnc3)cnc2O[C@@H]1CN(C)C(=O)Cc1ccccn1,0.2,1
C[C@H](CO)N1C[C@H](C)[C@H](CN(C)S(=O)(=O)c2cn(C)cn2)Oc2ccc(NC(=O)c3ccncc3)cc2C1=O,1.0,.
CC(C)(C)[S@](=O)N1Cc2cc(C(=O)NCCc3ccncc3)nc(-c3cccc(-c4cccc(C#N)c4)c3)c2[C@@H]1CCO,0.1,-7
O=C(C[C@H]1C=C[C@@H](NC(=O)Cc2ccccn2)[C@H](CO)O1)NCCc1ccccc1,-0.3,7
Cc1ccc(S(=O)(=O)N(C)C[C@@H]2Oc3ccc(NC(=O)c4ccncc4)cc3C(=O)N([C@H](C)CO)C[C@@H]2C)cc1,.,-5
Cc1ccccc1OCc1nn2c(COc3ccccc3)nnc2s1,-0.4,27
Cc1ccc(NC(=O)CCN2C(=O)c3cccc([N+](=O)[O-])c3C2=O)c(Br)c1,0.5,13
O=C(NCC[C@H]1CC[C@H](NC(=O)C2CCOCC2)[C@@H](CO)O1)c1cc(Cl)cc(Cl)c1,-0.5,8
Cc1ccccc1S(=O)(=O)NCC[C@H]1CC[C@H](NC(=O)Nc2cccc(Cl)c2)[C@H](CO)O1,-0.1,5
COc1ccc(S(=O)(=O)N(C)CC(=O)Nc2ccccc2)cc1C,0.6,5
# Continuation.
SMILES,IDH1 R132H inh,PRC2 inh
COc1ccccc1NC(=O)CNS(=O)(=O)c1ccc(C(C)(C)C)cc1,0.1,3
CC(C)=C1C[C@@]2(CO)C(=CC1=O)CC[C@@H](O)[C@@H]2C,0.0,.
CN(C)C(=O)C[C@H]1C[C@@H]2c3cc(NC(=O)NC4CCCCC4)ccc3O[C@@H]2[C@@H](CO)O1,-0.2,10
CC(C)NC(=O)Nc1ccc2c(c1)C(=O)N([C@H](C)CO)C[C@H](C)[C@@H](CN(C)C(=O)NC1CCCCC1)OCCCC[C@@H](C)O2,-0.1,-5
N#Cc1c(C(F)(F)F)cc(-c2ccccc2)nc1SCCC(=O)Nc1ccccc1,0.2,3
CC(C)NC(=O)N(C)C[C@H]1Oc2ncc(-c3ccc(C(=O)N(C)C)cc3)cc2C(=O)N([C@H](C)CO)C[C@H]1C,-8.6,4
C[C@@H]1CN([C@@H](C)CO)C(=O)c2cc(NC(=O)Nc3ccccc3)ccc2O[C@@H](C)CCCCO[C@@H]1CN(C)C(=O)Nc1ccccc1,-1.0,.
C[C@@H]1CN([C@H](C)CO)C(=O)c2cc(N(C)C)ccc2O[C@@H](C)CCCCO[C@H]1CN(C)Cc1ccc2c(c1)OCO2,.,-3
Cc1ccc(-c2ccc3c(c2)O[C@@H](CN(C)Cc2ccncc2)[C@@H](C)CN([C@@H](C)CO)S3(=O)=O)cc1,1.8,-18
C[C@@H]1CN([C@@H](C)CO)S(=O)(=O)c2ccc(C3=CCCCC3)cc2O[C@H]1CN(C)C(=O)Cc1cccnc1,45*,1
C[C@H]1CN([C@@H](C)CO)S(=O)(=O)c2ccc(-c3cncnc3)cc2O[C@@H]1CN(C)C(=O)C1CCC1,.,27
O=C(C[C@H]1C=C[C@H](NC(=O)Nc2ccc(C(F)(F)F)cc2)[C@@H](CO)O1)NCc1cccc(F)c1,-0.2,-4
O=C(C[C@H]1C[C@H]2c3cc(NC(=O)CC4CC4)ccc3O[C@H]2[C@H](CO)O1)NCc1ccccc1,0.3,-29
c1ccc(CSc2nnc3n(CCOc4ccccc4)c4ccccc4n23)cc1,1.4,42
O=C(COc1ccc(Cl)cc1Cl)Nc1ccccc1[N+](=O)[O-],0.0,-11
COc1ccc(NC(=O)Nc2ccc3c(c2)OC[C@H](C)NC[C@@H](C)[C@@H](OC)CN(C)C3=O)cc1,-0.2,10
O=c1cc(C23CC4CC(CC(C4)C2)C3)[nH][nH]1,-0.3,-7
C[C@@H]1CN([C@H](C)CO)S(=O)(=O)c2ccc(C#CCN(C)C)cc2O[C@@H]1CN(C)Cc1ccccc1,-0.1,.
CNC[C@H]1OCCCC[C@H](C)Oc2ccc(NC(=O)Nc3ccc(OC)cc3)cc2C(=O)N([C@H](C)CO)C[C@@H]1C,-5.2,-8
C[C@@H]1CCCCO[C@H](CN(C)C(=O)Nc2ccc(C(F)(F)F)cc2)[C@@H](C)CN([C@H](C)CO)C(=O)c2cc(NS(=O)(=O)c3ccc(F)cc3)ccc2O1,3.6,.
Cc1ccc(Cl)cc1N(CC(=O)Nc1ccc(I)cc1)S(C)(=O)=O,0.1,14
CC(Oc1cccc(Cl)c1)c1nc(-c2cccnc2)no1 (stereo not given),-0.5,-3
Cc1c(NC(=O)/C(C#N)=C/c2ccccc2Cl)c(=O)n(-c2ccccc2)n1C,.,2
COc1ccc(S(=O)(=O)Nc2ccc3c(c2)[C@@H]2C[C@H](CC(=O)NCC4CC4)O[C@H](CO)[C@@H]2O3)cc1,-1.1,7
C[C@@H]1CN([C@H](C)CO)C(=O)Cc2cc(NC(=O)Nc3ccc4c(c3)OCO4)ccc2O[C@@H]1CN(C)Cc1ccc(-c2ccccc2)cc1,-3.0,.
COc1ccc(CN(C)C[C@H]2Oc3ccc(NC(=O)Nc4ccc(OC)cc4)cc3CC(=O)N([C@H](C)CO)C[C@@H]2C)cc1,0.1,.
O=C(C[C@H]1CC[C@H](NC(=O)C2CCOCC2)[C@@H](CO)O1)NCC1CCCCC1,0.2,5
CCCC#Cc1cnc2c(c1)C(=O)N([C@H](C)CO)C[C@H](C)[C@H](CN(C)C(=O)CCN1CCCCC1)O2,-0.1,-6
COCC(=O)Nc1ccc2c(c1)C(=O)N(C)C[C@H](OC)[C@@H](C)CN(C(=O)COC)[C@@H](C)CO2,-0.3,-13
CN(C)C(=O)[C@]1(Cc2ccccc2CN=[N+]=[N-])N=C(c2ccc(OCCCO)cc2)O[C@@H]1c1ccccc1,.,11

# Taken from the results shown, twelve compounds:
SMILES,IDH1 R132H inh,PRC2 inh
C[C@H](NC(=O)N(C)C[C@@H]1OCc2ccccc2-c2ccccc2C(=O)N([C@H](C)CO)C[C@@H]1C)c1ccccc1,-1.4,2
C[C@@H]1CN([C@H](C)CO)C(=O)c2cccc(NC(=O)Nc3ccccc3)c2O[C@@H]1CN(C)Cc1ccncc1,4.5,0
Cc1cccc(-c2noc(CN(C(C)C)S(=O)(=O)c3ccc(F)cc3)n2)c1,1.0,37
C[C@H](CO)N1C[C@H](C)[C@@H](CN(C)Cc2ccc(C(F)(F)F)cc2)OCCCC[C@H](C)Oc2ccc(NS(C)(=O)=O)cc2C1=O,0.4,.
CC(C)NC(=O)Nc1cccc2c1O[C@@H](CN(C)CC1CC1)[C@H](C)CN([C@H](C)CO)C2=O,1.0,.
C[C@@H]1CN([C@H](C)CO)C(=O)c2cc(NC(=O)c3ccncc3)ccc2O[C@@H](C)CCCCO[C@H]1CN(C)C(=O)c1ccncc1,6.1,.
CN(C)C(=O)C[C@@H]1C[C@@H]2c3cc(NC(=O)c4ccc5c(c4)OCO5)ccc3O[C@@H]2[C@@H](CO)O1,-0.6,-16
Cc1ccsc1/C=N/NC(=O)CCCCCCC(=O)Nc1ccccc1O,-0.3,8
C/C=C/c1cnc2c(c1)C(=O)N([C@H](C)CO)C[C@@H](C)[C@H](CN(C)Cc1cncnc1)O2,-0.2,23
CC(C)C#Cc1ccc2c(c1)O[C@H](CN(C)CC1CCOCC1)[C@@H](C)CN([C@@H](C)CO)S2(=O)=O,-0.3,6
CC(=O)N(C)C[C@H]1Oc2cc(-c3cccnc3)ccc2S(=O)(=O)N([C@@H](C)CO)C[C@H]1C,1.8,13
C[C@@H]1CN([C@@H](C)CO)S(=O)(=O)c2ccc(/C=C/c3ccccc3)cc2O[C@H]1CN(C)C(=O)C1CC1,6.3,0
